# Compound activity (PubChem BioAssay)
# MITF TRPM1 inh = reduces MITF-dependent TRPM1 promoter luciferase signal. inhibition, % at 12.5 µM. hit rate 0.83% among 330,000. SK-MEL-5 TRPM1 promoter luciferase, 24 h;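 active = mean inhibition across replicates of 60% or more, whatever share of single replicates reaches that level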; note: values of inactives mirror those of a sister screen read the other way
# PDI inh = inhibitors of human protein disulfide isomerase; hit rate 0.052% among 350,000; AID 588391; P07237; PDI insulin aggregation turbidity, A650, 90 min; inhibition, % at 10 µM;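 active = mean inhibition across replicates of 30% or more, whatever share of single replicates reach that level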;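 note: absorbance from insulin aggregation driven by PDI reduction with DTT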
# Peg3 prom inh = Peg3 promoter activity inhibition; HeLa PEG-Prom luciferase reporter, luminescence, overnight; inhibition, % at 20 µM; hit rate 1.7% among 360,000; AID 588405;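 active = inhibition of at least 50% at 20 µM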
# Vif imaging = inhibitors of HIV Vif; HEK293T cells, Vif self-association by quenched fluorescence, imaging, 24 h; inhibition, % at 7.49 µM; hit rate 0.35% among 340,000; in the data active = inhibition above about 50%, passing the limit was not always enough; note: some results filed as inactive read as strong as hits
# HIF-2a block = inhibitors of HIF-2a. 786-0 RCC cells HIF-2a reporter, luciferase luminescence, overnight. inhibition, % at 18.8 µM. hit rate 0.72% among 360,000;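 active = inhibition of the luminescence signal of 40% or more relative to plate controls, in a single-dose primary screen at 18.75 µM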
# CaV13 ICDI inh = Disruptors of the CACNA1D IQ motif to Ca2+-dependent inactivation inhibitor domain association, primary screening, Förster resonance energy transfer in intact living …; HEK cells, CFP/YFP FRET ICDI-IQ, plate reader, 10 min; percent FRET-ratio fall versus neutral wells; inhibition, % at 12.3 µM; hit rate 0.098% among 340,000; AID 743397;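 active = mean replicate inhibition of at least 30% and at least 1% of replicates passing that level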;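 note: 0% = median of the neutral control wells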
# NR2E3 ag-1 = agonists of human nuclear receptor NR2E3 | Q9Y5X4 | AID 2300 | hit rate 0.12% among 320,000 | inhibition of corepressor binding, % at 4.78 µM | GST-NR2E3/biotin-RetCOR TR-FRET, 1536-well;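 active = percent inhibition above the cutoff of mean plus 3 SD of all tested compounds, set per screening campaign, cut at about 20% in these data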;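 note: 0% = DMSO wells and 100% = biotin wells as full block of FRET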
# Target sequence (Q9Y5X4 whole entry, looked up): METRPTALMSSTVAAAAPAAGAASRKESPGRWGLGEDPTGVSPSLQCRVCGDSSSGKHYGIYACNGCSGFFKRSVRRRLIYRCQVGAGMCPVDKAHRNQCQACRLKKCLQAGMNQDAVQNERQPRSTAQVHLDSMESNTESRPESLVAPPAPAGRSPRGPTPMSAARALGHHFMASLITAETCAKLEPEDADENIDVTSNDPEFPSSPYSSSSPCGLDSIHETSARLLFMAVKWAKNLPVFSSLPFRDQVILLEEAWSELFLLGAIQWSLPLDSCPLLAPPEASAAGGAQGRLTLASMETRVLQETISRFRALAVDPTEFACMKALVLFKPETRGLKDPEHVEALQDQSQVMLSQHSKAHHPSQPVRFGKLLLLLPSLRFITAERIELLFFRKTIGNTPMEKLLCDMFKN
#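 System: GST-NR2E3 and biotin-RetCOR proteins; probe or stimulus: 7 nM biotin-RetCOR; doses: compound at 4.8 µM, single dose; schedule: Compound–protein incubation for 5 h at 4 °C; detection: time-resolved FRET; read-out: percent inhibition; controls: biotin wells as high control, 0.6% DMSO wells as low control; format: 1536-well plates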
# CF NFkB inh = cystic fibrosis NF-kB activation inhibition; KKLEB NF-kB-GFP reporter, PAF-induced, GFP fluorescence overnight; inhibition, % at 5 µM; hit rate 0.86% among 360,000;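 active = at least 50% inhibition at 5 µM, scaled per plate between neutral and stimulator controls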;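 note: PAF is a Pseudomonas aeruginosa culture filtrate used as stimulus; plate controls were PAF-stimulated DMSO wells for no effect and unstimulated DMSO wells for full effect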
# KKLEB cytotox = CF airway cell cytotoxicity counter-screen; hit rate 0.36% among 360,000; activity change (cytotoxicity), % at 5 µM; KKLEB CF airway cells viability, ATPlite luminescence, overnight; active compounds read low; cells stimulated with P. aeruginosa culture filtrate; AID 602141;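 active = corrected activity change at or below -50% at 5 µM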
# NR2E3 ag-2 = activates human NR2E3 receptor. Q9Y5X4. CHO-S Gal4-NCOR/VP16-NR2E3 two-hybrid, luciferase. inhibition of corepressor binding, % at 3.98 µM. hit rate 0.35% among 360,000. AID 602229;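 active = inhibition above the mean of all tested compounds plus 3 SD, cut at about 70% in these data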;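 note: 0% = DMSO with NR2E3 transfected cells and 100% = cells lacking NR2E3 construct; higher means lower luciferase signal from less NR2E3 corepressor binding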
# Shn3 inh set2 = reduces Shn3 3'UTR luciferase signal in osteoblasts. Clone20 osteoblast Shn3 3'UTR firefly luciferase, 24 h. inhibition, % at 12.5 µM. hit rate 0.52% among 360,000;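 active = mean inhibition of at least 75% with every replicate also reaching 75%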;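 note: 0% = median of neutral control wells and 100% = pilot-screen positive control compound; some compounds past the cut are filed as inactive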
# Numbers without * were called inactive; · = not tested or not shown.
SMILES | MITF TRPM1 inh | PDI inh | Peg3 prom inh | Vif imaging | HIF-2a block | CaV13 ICDI inh | NR2E3 ag-1 | CF NFkB inh | KKLEB cytotox | NR2E3 ag-2 | Shn3 inh set2
C[C@]12CCC3C(CC=C4C[C@@H](O)CC[C@@]43C)C1CCC2[C@]1(C)CCC(=O)O1 (stereo partly drawn) | 1 | -4 | 29 | 0 | 8 | -5 | -3 | -12 | -5 | -4 | -12
COc1ccc(CNC(=O)CCCC(=O)Nc2cccc(Br)c2)cc1 | 9 | 10 | -17 | -1 | -5 | -3 | 0 | 22 | -4 | 12 | 9
O=C(COc1ncnc2cc([N+](=O)[O-])ccc12)NC1CCCCC1 | 7 | -15 | -2 | 2 | 14 | -11 | 2 | -13 | 2 | -5 | -2
CC(=O)Nc1nonc1-c1nc2ccccc2n1CC1CC1 | 6 | -7 | 21 | -5 | -8 | -2 | 4 | 60* | -22 | -7 | 11
O=C(NCC1(c2ccccc2)CCCC1)c1ccccc1 | -6 | -14 | 9 | -7 | 21 | -2 | -2 | 4 | -2 | -17 | 16
COc1cc(CNn2cn[nH]c2=S)cc(Cl)c1OCc1ccc(F)cc1 | 3 | 10 | 9 | -5 | -6 | -5 | 0 | -10 | 13 | -9 | -54
COc1ccccc1C(=O)NC(=S)Nc1cccc2cc(O)ccc12 | -30 | -2 | -48 | 1 | -92 | · | 2 | 7 | -10 | -21 | -17
O=c1onc(-c2ccc(Cl)cc2Cl)n1-c1cccnc1 | 1 | -4 | -3 | -4 | 21 | -19 | 3 | -2 | -2 | -4 | 4
Cc1c2ccccc2cc[n+]1CCCS(=O)(=O)[O-] | -2 | -5 | -3 | 0 | 8 | -3 | 1 | 1 | 11 | 12 | 16
CCn1c(SCC(=O)NCCCN2CCCC2=O)nnc1-c1cccc(C)c1 | 3 | -5 | -45 | -9 | 3 | -7 | · | -29 | 6 | 23 | 3
COc1ccc(-c2nnc(OCc3ccccc3)c3ccccc23)cc1 | 1 | 0 | -4 | -4 | -3 | -3 | 1 | 4 | 2 | -1 | 15
Cc1cc(C)n2cc(CSc3ncccc3C(=O)O)nc2n1 | -3 | -4 | 24 | 18 | 15 | · | 7 | 8 | -7 | -14 | 0
O=C(O)/C=C/C(=O)N1CCN(C(=O)/C=C/C(=O)O)CC1 | 10 | -30 | 8 | 9 | 17 | -5 | 0 | 14 | 6 | 3 | 4
CC(=O)N1N=C(c2ccco2)CC1c1ccc(Br)cc1 (stereo not drawn) | -10 | -2 | -46 | 3 | -32 | -3 | 0 | -7 | -2 | -28 | -17
Nc1ccccc1C(=O)N1O[C@@H]2C=C[C@H]1C2 | -4 | 9 | -12 | -3 | -3 | -9 | · | -13 | 14 | -11 | -7
COc1ccc(OC)c(NC(=O)Cn2c(CCC(=O)O)ccc2-c2cccs2)c1 | 7 | 3 | 9 | -5 | 7 | 1 | -1 | -4 | 2 | 0 | 2
O=C(O)c1ccc(N/N=C/c2cn(-c3ccccc3)nc2-c2cccs2)cc1 | -69 | 3 | -202 | -6 | -240 | -3 | -3 | -11 | -36 | -130 | -45
COc1ccc(C(=O)NC2CC3CCCC(C2)N3CC(C)C)cc1 (stereo not drawn) | 3 | -14 | 6 | 20 | 11 | -3 | 1 | -1 | 8 | -23 | 6
C[C@H]1CN=C2N(CCNC(=O)CCC3CCCCC3)[C@H](Cc3ccc(O)cc3)CN21 | 7 | -1 | -4 | 0 | 14 | -11 | 5 | 8 | 8 | 9 | -29
CCC(Sc1nc(C)cc(=O)[nH]1)C(=O)Nc1nc(-c2ccccc2)cs1 (stereo not drawn) | 12 | 7 | 1 | -5 | 12 | -4 | 3 | -4 | 4 | -13 | 12
CN(Cc1ccc(OC(F)F)cc1)Cc1nc2c(Br)cc(Br)cc2c(=O)[nH]1 | 8 | 1 | 4 | 0 | 20 | -5 | 10 | -12 | -12 | -8 | 7

# Profiles, looked up by structure:
# `CCC(Sc1nc(C)cc(=O)[nH]1)C(=O)Nc1nc(-c2ccccc2)cs1` (stereo not drawn) is entered as MITF TRPM1 inh: 12; PDI inh: 7; Peg3 prom inh: 1; Vif imaging: -5; HIF-2a block: 12; CaV13 ICDI inh: -4; NR2E3 ag-1: 3; CF NFkB inh: -4; KKLEB cytotox: 4; NR2E3 ag-2: -13; Shn3 inh set2: 12
# `C[C@H]1CN=C2N(CCNC(=O)CCC3CCCCC3)[C@H](Cc3ccc(O)cc3)CN21` is entered as MITF TRPM1 inh: 7; PDI inh: -1; Peg3 prom inh: -4; Vif imaging: 0; HIF-2a block: 14; CaV13 ICDI inh: -11; NR2E3 ag-1: 5; CF NFkB inh: 8; KKLEB cytotox: 8; NR2E3 ag-2: 9; Shn3 inh set2: -29

# Part of the list above, with two lines to a compound:
# Values run as follows: MITF TRPM1 inh	PDI inh	Peg3 prom inh	Vif imaging	HIF-2a block	CaV13 ICDI inh	NR2E3 ag-1	CF NFkB inh	KKLEB cytotox	NR2E3 ag-2	Shn3 inh set2
C[C@]12CCC3C(CC=C4C[C@@H](O)CC[C@@]43C)C1CCC2[C@]1(C)CCC(=O)O1 (stereo partly drawn)
  1	-4	29	0	8	-5	-3	-12	-5	-4	-12
COc1ccc(CNC(=O)CCCC(=O)Nc2cccc(Br)c2)cc1
  9	10	-17	-1	-5	-3	0	22	-4	12	9
O=C(COc1ncnc2cc([N+](=O)[O-])ccc12)NC1CCCCC1
  7	-15	-2	2	14	-11	2	-13	2	-5	-2
CC(=O)Nc1nonc1-c1nc2ccccc2n1CC1CC1
  6	-7	21	-5	-8	-2	4	60*	-22	-7	11
O=C(NCC1(c2ccccc2)CCCC1)c1ccccc1
  -6	-14	9	-7	21	-2	-2	4	-2	-17	16
COc1cc(CNn2cn[nH]c2=S)cc(Cl)c1OCc1ccc(F)cc1
  3	10	9	-5	-6	-5	0	-10	13	-9	-54
COc1ccccc1C(=O)NC(=S)Nc1cccc2cc(O)ccc12
  -30	-2	-48	1	-92	·	2	7	-10	-21	-17
O=c1onc(-c2ccc(Cl)cc2Cl)n1-c1cccnc1
  1	-4	-3	-4	21	-19	3	-2	-2	-4	4
Cc1c2ccccc2cc[n+]1CCCS(=O)(=O)[O-]
  -2	-5	-3	0	8	-3	1	1	11	12	16
CCn1c(SCC(=O)NCCCN2CCCC2=O)nnc1-c1cccc(C)c1
  3	-5	-45	-9	3	-7	·	-29	6	23	3
COc1ccc(-c2nnc(OCc3ccccc3)c3ccccc23)cc1
  1	0	-4	-4	-3	-3	1	4	2	-1	15
